Assay outcomes deposited in PubChem by several laboratories.
HDAC3 inh – human HDAC3 inhibition; 0.15% of 320,000 active; inhibition, % at 8.3 µM; AID 2718; O15379; recombinant HDAC3, fluorogenic peptide/trypsin coupled, fluorescence; in the data active means inhibition above about 26%, passing the limit was not always enough; inconclusive means no clear call, values can overlap the other calls
Target sequence (O15379 whole entry, looked up): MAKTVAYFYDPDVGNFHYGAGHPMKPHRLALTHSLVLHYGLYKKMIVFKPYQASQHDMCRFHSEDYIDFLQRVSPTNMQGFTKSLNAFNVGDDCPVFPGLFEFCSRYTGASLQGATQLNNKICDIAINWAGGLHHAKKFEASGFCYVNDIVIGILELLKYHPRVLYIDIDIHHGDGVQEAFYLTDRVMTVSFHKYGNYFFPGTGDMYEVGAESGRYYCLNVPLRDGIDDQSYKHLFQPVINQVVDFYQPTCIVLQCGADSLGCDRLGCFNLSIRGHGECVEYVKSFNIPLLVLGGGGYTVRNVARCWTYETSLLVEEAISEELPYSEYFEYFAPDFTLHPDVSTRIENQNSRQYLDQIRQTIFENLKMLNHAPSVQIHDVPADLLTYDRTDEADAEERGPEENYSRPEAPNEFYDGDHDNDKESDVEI
aSyn 5UTR inh – MLPCN primary screen, SNCA 5' untranslated region | inhibition, % (tested at 7.5 µM) | 0.82% of 300,000 active | alpha-synuclein 5'UTR reporter, inhibitor activity; in the data active means inhibition above about 60%; inconclusive means no clear call, values can overlap the other calls;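 further: H4 neuroglioblastoma cells stably carrying SNCA 5'UTR luciferase fusion; 0% = DMSO wells and 100% = positive control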
Platelet DG rel – modulates dense granule release in human platelets; human platelet-rich plasma, SFLLRN dense granule ATP release, luminescence; inhibition, %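 (compounds screened at 7.5 µM in platelet-rich plasma)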; 0.22% of 300,000 active;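 active means mean replicate score, as percent of positive control, at or above 50; inconclusive means mean below 50 but at least one replicate at or above 50; inactive means mean and every replicate below 50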
HSF1 inh – HSF1 inhibition; NIH3T3-HGL HSE-luciferase, MG132-induced, luminescence 8 h; active compounds read low; 0.77% of 300,000 active; activity change, negative = inhibition, % at 7.5 µM (by protocol);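 active means more than half of replicate wells show activity change below -50%, luminescence cut by over half; inconclusive means some wells, but at most half, below -50%; inactive means no replicate well below -50%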;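 further: luciferase reports HSF-1 transcriptional activity via heat shock element; 0% = median of DMSO wells and -100% = zero luminescence signal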
HIF act – HIF pathway transcriptional activation; AID 1910; 0.32% of 300,000 active; U2OS HRE-luciferase reporter, luminescence; normalized: DMSO 0%, desferrioxamine 100%; activation, % at 7.5 µM (by protocol);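 active means mean activation of at least 10% of the iron chelator positive control signal, with at least half of replicates also reaching 10%; inconclusive means mean and replicate majority disagree about reaching 10%; inactive means mean and most replicates under 10%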
HSF1 activator – increases HSF-1 driven luciferase reporter signal | NIH3T3-HGL HSF-1 luciferase reporter, MG132, 8 h; 100% = twice DMSO control signal | activation, % at 9 µM | 1.7% of 300,000 active;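 active means mean replicate activation of at least 50% with a set share of replicates each reaching 50%; inconclusive means only one of those two conditions met; inactive means mean below 50% and too few replicates reaching it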;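 further: 0% = median of the neutral control wells and 100% = twice that signal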
KLF5 inhibitor – kruppel-like factor 5 inhibition. AID 1700. inhibition, % at 5 µM. DLD-1 KLF5 promoter-luciferase reporter, luminescence. 0.23% of 290,000 active;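 active means inhibition above a per-plate limit of that plate's mean compound inhibition plus 3 SD, cut at about 60% in these data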;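 further: 0% = DMSO wells and 100% = LY294002 at 200 µM; higher means less KLF5 promoter-driven luciferase light; inactives centre near -14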
IEC-6 tox – IEC-6 cytotoxicity, counter-screen for KLF5 inhibitors. 0.78% of 290,000 active. luminescence viability. inhibition, % at 5 µM. AID 1825; in the data active means inhibition above about 22%;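 further: 0% = plate median of test compound wells and 100% = cytotoxic reference compound wells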
HSP90 refold inh – blocks HSP90-mediated luciferase refolding in reticulocyte lysate. Rabbit reticulocyte lysate, luciferase refolding luminescence, 3 h. inhibition, % at 5.6 µM. 0.91% of 290,000 active. AID 1789;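 active means inhibition above the screen-wide mean plus 3 SD, computed separately per campaign, cut at about 16% in these data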;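 further: 0% = DMSO wells and 100% = 60 µM geldanamycin wells; inhibitors lower the luminescence because luciferase stays unfolded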
AI-2 QS modul – modulates the Vibrio harveyi AI-2 quorum sensing system | activity change, % at 7.5 µM | AID 2094 | Vibrio harveyi JMH597 AI-2 luminescence/OD600 ratio, 9 h; active compounds read low; strain lacks LuxN and CqsS sensors; 0 = neutral-control median | 0.4% of 300,000 active; in the data active means activity change below about -75%, passing the limit was not always enough; inconclusive means no clear call, values can overlap the other calls;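 further: luminescence divided by OD600 gain over 9 h not by final OD600 alone; inactives centre near 13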
The depositor's hits bear a star; u = inconclusive; x = no result given.

structure	HDAC3 inh	aSyn 5UTR inh	Platelet DG rel	HSF1 inh	HIF act	HSF1 activator	KLF5 inhibitor	IEC-6 tox	HSP90 refold inh	AI-2 QS modul
CC(C)(C)Cc1nnc(NC(=O)c2ccco2)s1	0	-77	-3	13	0.9	26	-57	-1	11	5
O=C(Cn1cnc2c(oc3ccccc32)c1=O)N1CCCc2ccccc21	0	-33	-6	8	0.9	11	-18	-6	-2	12
CCOC(=O)C1=C(c2ccccc2)N=C2SCC(=O)N2C1c1ccc2c(c1)OCO2 (centres undefined)	1	-17	-2	6	-0.1	41	12	-1	4	6
CCc1ccc(C(=O)OCC(=O)NC2CCCC2)cc1	1	-8	3	-1	-2.1	10	-14	-2	-4	6
CCC(CO)Nc1ccc(-c2n[nH]c(=O)c3ccccc23)cc1[N+](=O)[O-] (centres undefined)	1	25	0	-9	-2.0	9	-34	8	-1	12
CC/C(=N\NC(=O)c1cc(C)nc2ccccc12)c1ccc(C)s1	2	11	19	-5	1.8	-4	5	3	-7	-3
CCN(CCn1cccn1)C(=O)CCc1nnc(Cc2c[nH]c3ccccc23)o1	-2	-2	-3	-3	0.1	5	-11	4	-1	18
CCOC(=O)C1CCCN(CCC(=O)Nc2c(C(=O)OC)[nH]c3cc(OC)ccc23)C1 (centres undefined)	3	13	11	2	0.0	4	-20	4	5	10
CC(=O)Nc1ccc2c(c1)ncn2-c1ccc(C)cc1	-5	x	x	x	x	x	-158	2	6	24
CCOC(=O)c1cc[nH]c1C	-3	13	2	-24	-0.4	-31	-7	4	-1	4
C/C(=N\NC(=O)c1nnn(-c2nonc2N)c1CN1CCOCC1)c1ccc(CC(C)C)cc1	-2	9	1	-6	0.1	-2	-13	-6	-4	12
Cc1ccc(N=Nc2ccc(O)c(/C=N\NC(=O)c3ccc(N)cc3)c2)cc1C	-4	u	2	1	11*	13	-49	5	2	3
O=C(C1CCN(S(=O)(=O)c2ccc(-n3cnnn3)cc2)CC1)N1CCN(c2ccccc2)CC1	-12	-1	-2	4	-1.3	-18	-1	2	-1	11
CCN(CC)S(=O)(=O)c1ccc(C(=O)NC(=S)N(CCO)Cc2ccccc2)cc1	12	9	-2	2	0.1	13	-20	-4	0	7
Cc1ccn2cc(CCNS(=O)(=O)c3ccc4c(c3)OCCO4)nc2c1	7	-2	-1	0	-0.6	-8	-16	3	3	5
COC(Cc1ccccc1N1CCCC1=O)OC	-5	4	2	-3	0.1	3	-19	1	-6	15
O=C(CN1C(=O)C2CC=CCC2C1=O)Nc1nc2ccccc2[nH]1 (centres undefined)	-4	-6	13	-2	-0.1	-14	7	-1	0	6
COc1cc(C)c(NC(=O)Cc2ccsc2)cc1OC	1	8	-37	-9	-0.1	1	-25	-7	-1	16
O=C(CCN1C(=O)c2ccccc2C1=O)N1CCCCCC1	-5	12	1	-2	0.8	-2	-24	1	4	17
CCc1nnc(NC(=O)C2CC(=O)N(CCc3ccc(F)cc3)C2)s1 (centres undefined)	0	-19	19	-8	-0.3	0	-9	-1	-2	22
O=C(Nc1ccc(N2CCCCC2)cc1)c1cccnc1Cl	4	-128	-2	9	3.4	1	-52	2	7	18
CCOc1cc(/C=N/NC(=O)CN2CCCCC2)ccc1OCc1cccc(Cl)c1	2	6	-26	5	-0.5	6	8	-1	2	13
Cc1cc(C)n(-c2ccc(C(=O)Nc3cccnc3Cl)cc2)n1	2	6	8	1	0.6	3	-6	-2	-1	27
O=C(O)CN1C(=O)/C(=C\c2cc(Br)ccc2OCc2ccc(Cl)cc2Cl)SC1=S	1	0	0	4	-5.6	36	-1	4	-4	28
CCOc1ccc(CN2CCCC(N3CCN(c4ccc(OC)cc4)CC3)C2)cc1 (centres undefined)	0	-8	4	-5	1.0	-15	-16	5	2	12
O=C(CO/N=C/c1ccccc1OC(F)F)NCc1cccs1	1	1	6	-30	-0.3	-50	-23	11	4	6
CCO[C@@H]1OC(C(=O)N2CCOCC2)=C[C@H](C(C)(C)C)[C@H]1CCCO	-1	-28	2	1	0.0	-10	x	x	x	16
O=C(NCc1cccs1)C1CC(=O)N(c2ccc(F)cc2)C1 (centres undefined)	-4	8	-3	6	-0.2	-16	-17	4	2	14
CC(Oc1ccccc1)C(=O)N1CCC2(CC1)Oc1ccc(F)cc1C(=O)C21CC(c2cccnc2)=NO1 (centres undefined)	6	47	-4	4	0.8	20	x	x	x	23
O=C(CSc1nc(O)c(Cc2ccccc2F)c(=O)[nH]1)N1CCCCCC1	4	23	2	-2	-0.8	8	13	-1	-3	29
CCn1c(=NC(=O)c2ccco2)sc2cccc(F)c21	14	-126	-1	7	0.3	8	-2	8	0	7
O=C(OCC(=O)N1CCc2ccccc21)c1cncc(Br)c1	x	-12	-4	-1	0.2	-20	1	5	1	11
CCn1nc(C)c(NC(=O)CC23CC4CC(CC(C4)C2)C3)c1C	16	8	31	0	-0.4	5	-6	-3	-1	29
O=C(OCc1ccccc1)C1CCCN1C(=O)c1cccs1 (centres undefined)	-6	11	-21	7	-0.2	11	-34	-5	0	4
O=C(O)c1ccc(Oc2ccc(C(F)(F)F)cn2)cc1	0	16	-2	-14	-0.5	-10	-9	2	0	29
Cc1cccc2sc(NC(=O)CSc3nnnn3C)nc12	-3	-5	7	13	0.2	23	-18	2	-2	38
COC(=O)c1cc(CNC(=O)c2ccc(O)c(Cl)c2)ccc1OC	-5	14	-14	0	-0.4	-16	-45	1	5	38
N#C/C(C(=O)NCCc1ccccc1)=C1/N=C(NC(=O)c2cccs2)c2ccccc21	5	-52	-8	8	0.3	29	-15	0	4	8
CCN1C(=O)[C@H]2[C@@H](c3ccc(C)cc3)N3C(=O)N(c4ccc(C)cc4)C(=O)[C@@]3(C)[C@H]2C1=O	-13	15	-6	-44	-0.5	-57	8	1	1	12
O=C(CN1CCN(c2ccc(F)cc2)CC1)Nc1ccc(F)c(F)c1	0	-2	-4	-4	-0.1	9	10	4	3	-4
O=C1c2ccccc2C(=O)C1c1ccncc1	4	x	17	14	-1.8	28	-148	3	15	51
CC(C)=CCN1CCN(Cc2cc(C(C)C)n[nH]2)CC1CCO (centres undefined)	7	5	5	-1	-0.3	-5	-3	0	3	20
Cc1ccc(NC(=O)CCNC(=O)Cn2ccc3ccccc3c2=O)cc1F	-3	5	-36	6	-0.7	5	2	1	44*	13
Cc1cc(C)cc(N(CC(=O)NC(C)C)C(=O)CCC(=O)Nc2ccccn2)c1	-12	1	4	6	0.5	-1	-21	-3	-4	4
O=C(O)c1cc2c(ccc3ccccc32)o1	3	-5	0	0	-0.4	2	-2	-4	-2	47
CC(C)NC(=O)CCN1C(=O)c2ccccc2Sc2ncccc21	-6	-13	-10	-1	2.0	10	-25	-2	0	11
COc1ccc(NS(=O)(=O)c2cc(NC(=O)c3cnccn3)ccc2N2CCCC2)cc1	5	-28	-11	13	0.6	u	1	8	-2	10
COc1ccc(-c2ccnc3nc(-n4cccc4)nn23)cc1	-9	39	-8	-4	-6.5	-6	-15	2	2	26
CCc1sc(C(=O)NCCc2ccc(S(N)(=O)=O)cc2)cc1Br	-6	25	-11	-4	0.4	1	6	4	2	15
C=CCS(=O)(=O)N1CCCC(N2CCN(c3ccccc3OC)CC2)C1 (centres undefined)	9	6	5	-3	-1.4	-1	-6	-11	-4	11

The list continues.
structure	HDAC3 inh	aSyn 5UTR inh	Platelet DG rel	HSF1 inh	HIF act	HSF1 activator	KLF5 inhibitor	IEC-6 tox	HSP90 refold inh	AI-2 QS modul
Cc1nc(-c2coc3cc(C)c(N=O)c(O)c3/c2=N\N)cs1	5	-7	1	1	-0.7	9	-6	2	-3	-5
COCCNC(=O)CN1C(=O)NC2(CCCc3ccccc32)C1=O (centres undefined)	-4	2	0	0	0.9	21	-13	-3	-4	17
CCCC1=C(C(=O)OCC)C(c2ccccc2OC)NC(=O)N1 (centres undefined)	-1	0	-1	4	-0.5	12	-12	-1	1	5
CC(NC(=O)Nc1ccc(F)cc1F)c1ccncc1 (centres undefined)	0	-23	7	9	0.2	26	0	-4	4	14
Cc1ccc(C(=O)Nc2ccccc2N2CCN(C(=O)C(C)C)CC2)cc1C	4	13	3	-2	-0.1	1	-3	-3	5	4
O=C(CS(=O)(=O)c1cn(Cc2cccc(F)c2)c2ccccc12)N1CCOCC1	2	x	x	x	x	x	5	2	2	x
Cc1ccccc1-n1nc2c(c1NC(=O)c1cc3ccccc3o1)CS(=O)(=O)C2	12	8	7	6	-0.5	-12	x	x	x	3
Cc1ccccc1-n1c(C)cc(/C=N/Nc2ccc([N+](=O)[O-])cn2)c1C	9	-76	5	1	0.6	-9	-29	2	2	18
CCOc1ccc(Nc2nc(Cc3nnc(SCC(=O)NC4CCCCC4)n3C)cs2)cc1	-1	16	-3	x	-0.2	x	-25	-1	5	18
Cc1cccc(NC(=O)[C@@H](CC(C)C)NC(=O)[C@@H]2Cc3ccccc3CN2)c1	4	2	5	-3	-0.2	-9	-37	-6	-3	17
CCOC(=O)C/C(N)=N/N(C)c1ncc(C(F)(F)F)cc1Cl	2	-8	-3	4	0.3	-1	-24	-3	-1	16
C/C(N)=C(/C#N)C(=O)COC(=O)CCC1CCCC1	1	0	-4	-4	-20	38	1	-1	3	13
COc1ccc(C(=O)Nc2cc3c4c(c2)CC(=O)N4CCC3)cc1	-10	-32	3	-2	0.4	7	x	x	x	-4
COc1cc(/C=N/NC(=O)CCn2nnc3ccccc32)ccc1O	1	-18	-1	-9	-0.4	8	5	-6	0	-3
CC(C)CC(OC(=O)c1nsc(Cl)c1Cl)C(=O)NCC1CCCO1 (centres undefined)	1	-31	7	-5	-0.4	-6	-48	3	-3	28
CN1CCN(C(CC(=O)Nc2cccc(O)c2)C(=O)O)CC1 (centres undefined)	-2	3	1	1	-0.6	12	-32	-7	-2	25
CC(C)C(NC(=O)OCc1ccccc1)C(=O)N1CCOCCOCCOCC1 (centres undefined)	2	-15	-2	-4	0.1	-2	-15	0	-2	13
O=C(O)CC(c1ccc(F)cc1F)N1Cc2ccccc2C1=O (centres undefined)	-3	2	0	-13	-0.3	1	-18	-4	-3	6
CCCCN(C(=O)CCC(=O)Nc1cc(C)on1)C(C(=O)NC1CCCC1)c1ccccc1OCC (centres undefined)	3	13	-12	15	-0.7	31	-21	-3	3	5
CCCN(c1ccccc1F)S(=O)(=O)c1c[nH]c(C(=O)OC)c1	4	4	-1	-6	-2.2	-2	-12	1	1	14
CC1(C)CC(=O)/C(=C(\O)CCCN2C(=O)c3ccccc3C2=O)C(=NCC(=O)O)C1	-1	0	10	-5	0.0	-7	12	-3	0	9
CCN(CC)CCCNC(=O)c1cc2c(-c3cccc(OC)c3)nn(C)c2s1	-44	-49	-1	10	0.8	16	-17	15	3	-1
